# Screens as filed in PubChem.
# MRP resist rev: compounds reversing MRP-mediated drug resistance; differential viability (reversal), % at 10 µM; actives 0.04% (n = 85,000); AID 602; H69AR cells + 2 uM doxorubicin, CellTiter-Glo, 72 h;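 active = viability drop by adding the cancer drug above about 55%, with treated viability meeting a 40% cutoff, limit read from the data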;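 also: viability without doxorubicin minus viability with 2 µM doxorubicin for each compound; larger differential means the compound sensitizes cells more to doxorubicin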
# PLAP inhibition: PLAP enzyme inhibitors, biochemical, luminescence, HTS (AID 690); purified PLAP, luminescent substrate; higher % means a stronger effect; actives 0.08% (n = 96,000); one-dose inhibition, % at 20 µM; IC50 in µM for titrated hits; in the data active = a potency from the dose series; inactive = the rest, 99 in 100 with inhibition below about 30%; also: strong numbers were not always called active
# Bcl-B TR3 displacers: displacers of TR3 peptide from Bcl-B, primary screen, selectivity assay for Bfl-1 inhibitor project, biochemical, fluorescence polarization | FP displacement of FITC-TR3 peptide from Bcl-B; higher % means a stronger effect | one-dose displacement, % at 20 µM; IC50 in µM for titrated hits | actives 0.11% (n = 96,000) | AID 748;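 active = displacement above 50% at 20 µM plus a fluorescence interference ratio under 1.5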;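 also: plate controls were wells without compound for no effect and wells lacking Bcl-B protein for full effect; a part of the inactive calls stands beside numbers as strong as those of hits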
# NFkB transloc inh: blocks IL-1B driven NFkB nuclear translocation in HUVEC cells; HUVEC IL-1B NFkB p65 nuclear translocation imaging; inhibition, % at 2 µM; actives 0.43% (n = 94,000); AID 796;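 active = inhibition above about 30% together with a positive call from visual inspection of the well image, limit read from the data; inconclusive = inhibition above a set limit but visual check negative; inactive = inhibition not above a set limit, visual check negative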;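 also: nuclear over cytoplasmic p65 intensity ratio measured by imaging; 0% = IL-1B stimulated DMSO wells and 100% = unstimulated DMSO wells; values of inactives mirror those of a sister screen read the other way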
# IL1B NFkB pot: enhances IL-1B driven NFkB nuclear translocation; AID 819; actives 0.3% (n = 94,000); HUVEC IL-1B NFkB p65 nuclear translocation imaging; activation, % at 2 µM;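 active = activation above 40%, about the mean plus 3 SD, also judged a hit on visual image review; inconclusive = activation above 40% but not a hit on visual review; inactive = activation not above 40% and no visual hit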;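 also: percent activation is computed from the nuclear over cytoplasmic p65 intensity ratio; values of inactives mirror those of a sister screen read the other way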
# MRP resist rev cytotoxicity: second read-out of MRP resist rev, no call of its own (marks repeat the call); viability, %; H69AR cells, CellTiter-Glo, 72 h; measured here: cytotoxicity without doxorubicin
# MRP resist rev with doxorubicin: also measured in MRP resist rev; calls as there; viability, %; measured here: viability with 2 uM doxorubicin; active compounds read low
# NFkB transloc inh cell count 2 µM: further read-out of NFkB transloc inh, marked with its call; cell count; measured here: cells passing quality filter;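 raw number of nuclei counted in each imaged well without normalization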
# IL1B NFkB pot cell count 2 µM: further read-out of IL1B NFkB pot, marked with its call; cell count; measured here: cells passing quality filter
# * = called active by the depositor; ? = inconclusive; . = not tested or not shown. Only part of the results is shown. The share of hits here may be higher or lower than overall.
# Every second line gives: MRP resist rev	MRP resist rev cytotoxicity	MRP resist rev with doxorubicin	PLAP inhibition	Bcl-B TR3 displacers	NFkB transloc inh	NFkB transloc inh cell count 2 µM	IL1B NFkB pot	IL1B NFkB pot cell count 2 µM
- COc1ccc(Cn2c3nc4ccccc4nc3c3c(=O)n(Cc4ccco4)c(C)nc32)cc1
→ 1.0	4.5	3.5	-86.0%	-62.2%	.	.	.	.
- O=C(O/N=C1/CCSc2ccccc21)c1ccc(F)cc1
→ .	.	.	13.4%	1.1%	3.6	117	-3.6	117
- COc1ccc(C)c(Cn2c(-c3nonc3N)nc3ccccc32)c1
→ -22.4	21.0	43.4	11.1%	-1.0%	9.2	128	-9.2	128
- C=CCSC1=N/C(=C\c2cc(OC)c3c(c2)OCO3)C(=O)S1
→ 3.2	92.4	89.2	-24.5%	4.5%	-13.4	75	15.8	75
- O=C(CCSc1nnc(-c2ccncc2)o1)Nc1ccc(Cl)cc1
→ 6.7	76.7	70.0	19.3%	-4.4%	-1.1	112	1.1	112
- CN(C)CCNC(=O)c1ccc(COc2ccc(Cl)cc2Cl)cc1
→ -0.6	1.4	2.0	-62.9%	-8.0%	-16.6	131	16.6	131
- N#Cc1ccc(-c2ccccc2)nc1SCC(=O)c1cccc(Cl)c1
→ .	.	.	26.5%	-8.5%	-11.7	139	11.7	139
- CC1(c2ccc3c(c2)OCO3)NC(=O)N(CC(=O)NCCC2=CCCCC2)C1=O (stereo not drawn)
→ 16.6	99.8	83.2	-25.5%	5.7%	-20.1	143	20.1	143
- CCn1cc(C(=O)O)c(=O)c2cc(OC)ccc21
→ -6.0	93.3	99.4	-2.4%	-5.0%	1.9	175	-1.9	175
- COc1cccc(NC(=O)c2ccc(CN3CCN(c4ccccc4)CC3)cc2)c1
→ -4.2	76.0	80.2	-36.7%	-14.5%	-18.1	169	18.1	169

# Results in PLAP inhibition and MRP resist rev (two entries from above):
canonical_smiles	PLAP inhibition	MRP resist rev
COc1ccc(Cn2c3nc4ccccc4nc3c3c(=O)n(Cc4ccco4)c(C)nc32)cc1	-86.0%	1.0
O=C(O/N=C1/CCSc2ccccc21)c1ccc(F)cc1	13.4%	.

# Additional structures.
# Every second line gives: MRP resist rev	MRP resist rev cytotoxicity	MRP resist rev with doxorubicin	PLAP inhibition	Bcl-B TR3 displacers	NFkB transloc inh	NFkB transloc inh cell count 2 µM	IL1B NFkB pot	IL1B NFkB pot cell count 2 µM
- CCN(CCCNC(=O)C1CCC(=O)N1Cc1ccc(F)cc1)c1cccc(C)c1 (stereo not drawn)
→ 12.0	81.6	69.7	-40.5%	-1.1%	-10.9	151	10.9	151
- c1ccc2[nH]c(CSc3nc4ccccc4o3)nc2c1
→ 4.5	94.0	89.5	-68.5%	-1.9%	.	.	.	.
- COc1ccccc1-c1nn2c(-c3ccco3)nnc2s1
→ 9.9	63.7	53.7	-35.6%	2.0%	-5.3	128	5.3	128
- Cc1c(CNCc2cccs2)c(C(=O)O)c(C)n1Cc1ccccc1
→ -8.0	96.5	104.5	.	.	18.6	158	-18.6	158
- Clc1ccc(C2=CC(c3ccco3)n3ncnc3N2)cc1 (stereo not drawn)
→ -15.6	77.2	92.8	4.4%	71.1%	-8.2	145	8.2	145
- CC(C)(C)NC(=O)C(c1ccco1)N(Cc1ccc(F)cc1)C(=O)c1snc(C(N)=O)c1N (stereo not drawn)
→ 6.5	90.8	84.2	-92.6%	5.4%	-40.4	101	?	.
- CC1=C(C)CS(=O)N(c2ccc(S(N)(=O)=O)cc2)C1 (stereo not drawn)
→ 4.2	12.4	8.2	2.2%	-7.0%	-8.7	152	8.7	152
- Cc1c(Cl)cccc1NC(=O)CSCc1cc(=O)[nH][nH]1
→ 6.2	91.2	85.0	8.9%	-11.4%	-11.4	110	11.4	110
- COC(=O)CSc1nnc(-c2cccnc2)n1-c1cccc(OC)c1
→ 14.6	84.5	69.9	-8.7%	-9.5%	1.6	86	-1.6	86
- O=C1CNC(=O)c2c(nc3n2CCC3)N1
→ -9.8	93.0	102.7	13.0%	-2.4%	-10.3	118	10.3	118
- COC(=O)c1cc2sccc2n1CC(=O)N1CCCc2ccccc21
→ 2.3	86.3	84.0	1.1%	-5.6%	-19.6	120	19.6	120
- Cc1c(/C=C2\SC(=O)N(CC(=O)Nc3ccc4c(c3)OCO4)C2=O)c2ccccc2n1C
→ .	.	.	15.8%	-29.1%	.	.	.	.
- O=C(O)c1ccc2c(c1)ncn2C1CCCCCC1
→ 8.7	82.2	73.5	.	.	-60.8	148	?	.
- CCC(CC)C(=O)NC12CC3CC(CC(C3)C1)C2
→ 3.2	95.2	92.0	19.1%	-4.3%	17.3	130	-17.3	130
- Cn1c(CSc2nc3ccccc3s2)nnc1SCC(=O)NCCN1CCOCC1
→ -9.4	83.7	93.1	-33.2%	-5.4%	.	.	.	.
- CC(c1ccccc1)C(CC(=O)O)C(=O)NC1CCCCC1 (stereo not drawn)
→ 13.9	104.5	90.6	-11.4%	6.1%	-32.2	154	32.2	154
- Cc1ccc2c(c1)CC1(CN2C)C(=O)OC2(CCCCC2)OC1=O
→ -4.3	64.1	68.4	10.0%	-2.9%	-1.4	87	1.4	87
- O=C(CN1CCN(c2ccccc2)CC1)Nc1cccc(C(F)(F)F)c1
→ -3.0	83.6	86.6	14.9%	-6.0%	-40.8	157	?	.
- CC(C)Oc1ccc(C2C(C(=O)c3ccco3)=C(O)C(=O)N2CCCN(C)C)cc1 (stereo not drawn)
→ -1.1	88.5	89.6	.	.	-7.7	171	7.7	171
- COC(=O)C1C(=O)c2c([nH]c(C(=O)OCCOC(C)C)c2C)CC1C (stereo not drawn)
→ -4.9	85.1	90.0	-5.9%	-8.7%	-6.3	53	6.3	53
- CS(=O)(=O)c1ccc2nc(NC(=O)Nc3cccc(Cl)c3)sc2c1
→ .	.	.	-1.2%	6.1%	4.8	135	-4.8	135
- CCn1c(SCC(=O)c2cc(C)n(CC3CCCO3)c2C)nc2ccccc21 (stereo not drawn)
→ -2.6	80.0	82.5	-66.0%	7.3%	-18.2	199	18.2	199
- Cc1ccc(-n2[nH]c(C)c(C=Nc3ccc(C)cn3)c2=O)cc1
→ 6.2	47.8	41.6	-42.1%	-5.6%	.	.	.	.
- Cn1cnnc1SCC(=O)n1c2ccccc2c2ccccc21
→ -0.7	96.9	97.6	-25.2%	-6.6%	-5.8	124	5.8	124
- CC(C)(C)NC(=O)COC(=O)c1ccc(S(=O)(=O)N2CCCCCC2)cc1
→ 5.0	93.0	88.0	5.4%	0.4%	0.9	69	-0.9	69
- Cc1ccccc1NS(=O)(=O)c1ccc(N2CCCC2=O)cc1
→ -24.1	25.8	49.9	-17.5%	21.4%	-2.3	148	2.2	148
- Cc1cc(C(=O)CSc2nc3ccccc3[nH]2)c(C)n1CC1CCCO1 (stereo not drawn)
→ -20.2	73.8	94.0	-43.2%	-5.8%	-5.6	137	5.6	137
- COC(=O)C1=CN(CC2CCCO2)C=C(C(=O)OC)C1c1cc(OC)c(OC)c(OC)c1 (stereo not drawn)
→ 23.4	100.6	77.1	-84.8%	-5.6%	8.3	76	-8.3	76
- CCCCc1cc2c(c(NC(=O)CC)n1)c(=O)oc1ccccc12
→ 4.0	99.2	95.2	9.4%	-14.1%	-10.7	123	10.7	123
- O=C(C/C=N/OCc1ccc(Cl)cc1)c1cnc(-c2ccccc2)s1
→ .	.	.	0.4%	13.9%	-9.4	195	9.4	195
- Cc1ccc2[nH]c(=O)c(N3CCOCC3)c(-c3ccccc3)c2c1
→ .	.	.	5.9%	-1.4%	2.1	139	-2.1	139
- O=C(O)c1ccc(Oc2cccc([N+](=O)[O-])c2)cc1C(=O)O
→ .	.	.	-3.1%	-3.4%	-6.4	121	6.4	121
- Cc1ccc(N(C(=O)CNC(=O)c2ccco2)C(C(=O)NC2CCCC2)c2cccnc2)cc1C (stereo not drawn)
→ 21.3	93.3	72.0	-37.1%	-8.8%	1.6	162	-1.6	162
- CC(=O)NC1=NN(c2ccccc2)C(=O)C1
→ .	.	.	-27.4%	0.9%	-18.3	193	18.3	193
- O=C(NCc1cccs1)C(NS(=O)(=O)c1cccc2nsnc12)c1ccccc1 (stereo not drawn)
→ 2.7	92.0	89.2	3.5%	0.0%	3.9	123	-3.9	123
- COc1ccc(OC)c(NC(=O)CCNS(=O)(=O)c2cccs2)c1
→ -8.0	89.4	97.5	.	.	-4.0	140	4.0	140
- CC1=C(C(=O)Nc2ccccc2)C(c2ccco2)C(C#N)=C(SCC(=O)Nc2cccc(C)c2C)N1 (stereo not drawn)
→ 23.6	65.6	42.0	-0.7%	-6.1%	1.7	109	-1.7	109
- Cc1nnc(NC(=O)CCCOc2ccccc2)s1
→ 12.8	93.7	80.9	4.4%	-10.3%	0.7	65	-0.7	65
- O=C(CSc1n[nH]c(=O)n1C1CC1)Nc1cc(Cl)ccc1Oc1ccccc1
→ 0.1	62.0	61.9	-33.8%	-4.9%	-9.6	97	9.6	97
- CC(Oc1ccc2c(-c3ccccc3)cc(=O)oc2c1)C(=O)O (stereo not drawn)
→ 6.6	96.0	89.4	-30.9%	-0.7%	-20.6	228	20.6	228
- COc1ccc(NC(=O)CN(c2cccc(C(F)(F)F)c2)S(C)(=O)=O)cc1OC
→ 1.3	94.5	93.2	-2.0%	4.8%	-6.9	136	6.9	136
- O=C(CC1Nc2ccccc2NC1=O)NCCCN1CCCCCC1 (stereo not drawn)
→ -6.7	84.2	90.8	-30.3%	18.8%	5.7	84	-5.7	84
- Clc1ccc(Nc2ccc(-n3ccnc3)nn2)cc1Cl
→ .	.	.	15.8%	-29.3%	2.4	130	-2.4	130
- COCCNC(=O)c1onc(CSc2ccc(Cl)cc2)c1C(=O)O
→ .	.	.	4.8%	2.7%	-3.1	132	3.1	132
- CN1c2ccccc2N(C)C1c1c(O)ccc2ccccc12
→ -12.3	82.7	95.0	.	.	-18.3	105	18.3	105
- COCCn1c(SCC(=O)Nc2ccc(NC(=O)c3ccco3)c(OC)c2)nc2ccccc2c1=O
→ -1.4	31.4	32.8	6.4%	9.6%	-4.5	116	4.5	116
- CCOc1cc(C)nc(NCc2ccccc2)n1
→ -30.5	51.5	82.0	16.8%	-16.2%	-17.7	57	17.7	57
- O=C(O)CCCc1nc2ccccc2s1
→ 3.5	85.9	82.5	-7.7%	-7.5%	-2.8	76	2.8	76
- Cc1ccc(Cn2c(=O)c3ccccc3n3c(CCC(=O)O)nnc23)cc1
→ 9.9	97.0	87.1	.	.	-15.6	52	15.6	52
- CCN(CC)c1ccc2cc(-c3nc4ccccc4n3C)c(=O)oc2c1
→ -9.2	20.3	29.6	-72.0%	-15.6%	33.9*	49*	-33.9	49

# Additional compounds follow.
# Every second line gives: MRP resist rev	MRP resist rev cytotoxicity	MRP resist rev with doxorubicin	PLAP inhibition	Bcl-B TR3 displacers	NFkB transloc inh	NFkB transloc inh cell count 2 µM	IL1B NFkB pot	IL1B NFkB pot cell count 2 µM
- Cc1cc(N(C(=O)c2ccco2)C(C(=O)NC2CCCCC2)c2ccccc2)ccc1-n1cnnn1 (stereo not drawn)
→ -30.6	39.4	70.0	-60.7%	3.6%	13.2	123	-13.2	123
- O=C(O)CC(c1ccccc1)n1cnnn1 (stereo not drawn)
→ .	.	.	8.0%	-4.2%	-11.3	69	13.6	69
- N#C/C(=C\c1cccs1)Sc1nc2ccccc2s1
→ -7.9	70.2	78.1	26.9%	-12.8%	13.4	146	-13.3	146
- O=C(NO)c1cc(OCC(F)(F)F)ccc1OCC(F)(F)F
→ .	.	.	15.7%	0.2%	-11.5	168	11.5	168
- CCc1nc(N2CCN(C(=O)c3ccco3)CC2)c2oc3ccccc3c2n1
→ -45.4	22.2	67.5	-20.4%	-12.8%	10.4	111	-10.4	111
- O=C(O)C(NC(=O)c1ccccc1)=C(Cl)Cl
→ .	.	.	.	.	-6.8	192	6.8	192
- CCNC(=S)NC1CC2CCC(C1)N2Cc1ccccc1 (stereo not drawn)
→ .	.	.	11.0%	-6.0%	-7.0	111	-11.7	126
- c1ccc(-c2noc(CSc3nnnn3C3CCCCC3)n2)cc1
→ -3.1	88.9	92.0	2.9%	3.2%	-48.0	142	?	.
